ATXN viability: viability counter-screen for ATXN expression inhibitors. 400,000 compounds, 0.49% hits. AID 651635. S2 cells (HEK-293 line with an ATXN2-luciferase reporter) viability, CellTiter-Fluor protease fluorescence, 24 h. Potency, µM (doses to about 56.7 µM), actives largely listed as cytotoxic; note: potency is the fitted concentration of half-maximal effect; nearly all actives have a fitted effect of over 40% in size
HepG2 tox: kills HepG2 cells in TGF-b inhibitor counter-screen | 410,000 compounds, 0.76% hits | HepG2 CAGA-GFP viability, ATP luminescence, 18 h | AID 588856 | Potency, µM (series often up to 46.1 µM), for inactives: at the top dose activity change, negative = cytotoxicity, actives largely listed as cytotoxic; note: potency is the fitted concentration of half-maximal effect; some results filed as inactive show a strong effect at the top dose
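CellTiter-Glo luminescence gave cytotoxicity after 18 hours at 37 degrees C. The cells were HepG2 CAGA-GFP in 1% FBS DMEM, stimulated with 500 pg/mL TGF-beta after compound addition. %Activity was normalised to no-cell wells (complete cell-killing) and DMSO (no toxicity), and curves were fitted and classified.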
Nrf2 block: Nrf2 pathway inhibition. A549 ARE-Fluc reporter, luciferase luminescence, 18-24 h. 360,000 compounds, 2.1% hits. Potency, µM (highest dose often 46 µM), for the others: at the top dose activity change, negative = inhibition, actives largely listed as inhibitors; note: potency is the fitted concentration of half-maximal effect; % is set by controls: 0 for no effect and ±100 for the full control effect; nearly all actives have a fitted effect of over 60% in size
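A549 ARE_Fluc cells (5000/well, 5% FBS OPTI-MEM) pre-incubated 2 h, then treated with compounds 18-24 h at 37C/5% CO2 in concentration-response. CellTiter-Fluor viability read first; BugLite luciferase luminescence after 15 min at room temperature gives Nrf2 activity.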
A549 tox: A549 cytotoxicity, counter-screen for Nrf2 inhibitors | A549 ARE-Fluc cells, CellTiter-Fluor viability, 18-24 h | Potency, µM (doses to about 46 µM), for inactives: at the top dose activity change, negative = cytotoxicity, usual class: inhibitors | 390,000 compounds, 0.16% hits | AID 504648; note: potency is the fitted concentration of half-maximal effect; % is set by controls: 0 for no effect and ±100 for the full control effect
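A549 ARE_Fluc cells in 5% FBS OPTI-MEM were exposed to compounds in concentration-response for 18-24 h at 37 deg C. Viability was read by CellTiter-Fluor fluorescence (Ex 405/Em 525) after 30 min, before the luciferase read.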
CCT chaperon mod: cytosolic chaperonin activity modulation. purified chaperonin ATPase assay, HTRF ADP detection, 30 min. activity change, % (no concentration beside the values), hits read low. 360,000 compounds, 0.3% hits. AID 651819; in the data active = activity change below about -30%; note: % is set by controls: 0 for no effect and ±100 for the full control effect
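TRiC at 40 or 20 nM final (batch-dependent) in 30 mM Tris pH 7.4, 100 mM KCl, 5 mM MgCl2, 1 mM DTT, with compound at single 76 uM and 10 uM ATP, 30 min at 37 deg C. ADP detected by HTRF Transcreener, 665/615 ratio.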
Akt phos inh: Akt phosphorylation inhibition | Neuro2A IGF-stimulated pAkt S473 HTRF, 20 min; hits give low values | activity change, % for hits at 50 µM | AID 651550 | 360,000 compounds, 0.32% hits; in the data active = activity change below about -80%; inconclusive = mostly about -51% to -80%; note: % is set by controls: 0 for no effect and ±100 for the full control effect
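Neuro2A cells (4,500/well, DMEM with 0.5% FBS) were treated with compound at a single 50 µM final concentration, stimulated with 6 nM IGF for 20 min at 37 °C, and lysed. Phospho-Akt Ser473 was read by HTRF as 665/615 ratio ×10^4.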
MmCpn inh: blocks the Methanococcus maripaludis chaperonin Mm-Cpn; Potency, µM (titrated, usually from 76.9 µM), for inactives: at the highest dose activity, negative = inhibition, usual class: inhibitors; 330,000 compounds, 0.031% hits; purified Mm-Cpn ATPase, ADP Transcreener TR-FRET; note: potency is the fitted concentration of half-maximal effect; % is set by controls: 0 for no effect and ±100 for the full control effect; nearly all actives have a fitted effect of over 80% in size
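Measured: ADP formation by purified Mm-CPN. Conditions: 25 nM protein, 10 uM ATP, Tris pH 7.4 with Mg2+, K+ and DTT, 37°C for 30 min. Detection: Transcreener HTRF after 30 min at room temperature.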
TGFb SMAD3 inh: blocks TGF-b signaling; HepG2 CAGA-GFP TGF-b/SMAD3 reporter, GFP fluorescence, 18 h; TGF-beta stimulated, 500 pg/mL final; AID 588855; Potency, µM (titrated, usually from 46.1 µM), for the others: at the top dose activity, negative = inhibition, most hits filed as inhibitors; 410,000 compounds, 1.2% hits; note: potency is the fitted concentration of half-maximal effect; % is set by controls: 0 for no effect and ±100 for the full control effect; nearly all actives have a fitted effect of over 65% in size
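TGF-beta reporter screen: HEPG2 CAGA-GFP, 1% FBS, 500 pg/mL TGF-beta final, 18 h; per-cell GFP summed per well; curves fitted and categorized by class.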
Nrf2 activator: Nrf2 pathway activation; 410,000 compounds, 0.31% hits; Potency, µM (doses to about 46.1 µM), for the others: top-dose activation, actives largely listed as activators; AID 624171; AREc32 ARE-luciferase reporter (MCF7-derived line), luminescence, 24 h; note: potency is the fitted concentration of half-maximal effect; % of control where 0% means no effect; nearly all actives have a fitted effect of over 65% in size
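AREc32 cells carrying an ARE-driven firefly luciferase reporter were seeded at 1000 cells/well in OPTI-MEM with 5% FBS, then exposed to compound for 24 hr at 37 deg C. Luminescence was read with Steady-Glo after 30 min at RT.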
The depositor's hits bear a star; i = inactive; ? = inconclusive; · = no result given; [ ] = remark or other dose. Unless noted, calls come from the whole dose curve; as a rule, active = well fitted curve in the direction sought with a large enough effect; inconclusive = small, poorly fitted or top-dose-only effect, or another doubt; inactive = no such curve, though single readings can be large; an effect the other way counts as inactive or inconclusive.

#1 CCCN(CCC)CCCNC(=O)c1sc2nc3n(c(=O)c2c1C)CCC3
#2 COc1ccc(Br)cc1S(=O)(=O)n1c([N+](=O)[O-])cnc1C
#3 CCN(CC)S(=O)(=O)c1ccccc1/C=N\O
#4 BrC(/C=N/N1CCN(Cc2ccccc2)CC1)=C/c1ccccc1
#5 CCN(Cc1nc2cc(Cl)ccc2c(=O)[nH]1)C(=O)c1cc2c(s1)CCCCC2
#6 CC(C(=O)Nc1cccnc1)n1cc([N+](=O)[O-])cn1 (stereo unspecified)
#7 O=C(CN1C(=O)COc2ccccc21)N1CCN(c2ccccc2F)CC1
#8 Cn1nc(C(=O)NCc2ccc(F)cc2)c2c1-c1ccccc1SC2
screen / no.	1	2	3	4	5	6	7	8
TGFb SMAD3 inh	?	-17%	4%	?	13%	-37%	-8%	?
MmCpn inh	·	0%	2%	-2%	-4%	0%	-1%	·
Nrf2 block	13%	-1%	21%	3%	24%	-18%	-1%	?
Akt phos inh	·	i	i	i	i	i	i	·
A549 tox	11%	0%	15%	0%	-1%	-10%	-6%[1.84 µM]	-14%
HepG2 tox	-50%	-5%	3%	-48%	4%	-9%	-17%	-11%
ATXN viability	·	i	i	i	i	i	i	·
CCT chaperon mod	·	-2.5	-1.7	-2.5	1.6	-0.2	-6.7	·
Nrf2 activator	-1.0%	-0.1%	-0.3%	?	-0.8%	-0.1%	-0.6%	4.4%

#9 CCCN(C(=O)c1cc2c(=O)n(CC)c3ccccc3c2s1)c1ccccc1F
#10 CCOC(=O)CSc1n[nH]c(-c2ccco2)n1
#11 CCCN1C2CCCC1CC(NC(=O)c1ccc(OC)cc1)C2 (stereo unspecified)
#12 Cc1ccc(/C=N/NC(=O)CSc2nnc(-c3ccccc3)n2-c2ccc(Cl)cc2)o1
#13 Cc1ccc(C)c(NC(=O)C(c2ccccc2)N2CCOCC2)c1 (stereo unspecified)
#14 CC(C)NS(=O)(=O)c1ccc(OCC(=O)N2CCN(c3ccccc3)CC2)cc1
#15 Cc1cccc(Cl)c1NC(=O)N1CCCN(c2ncccc2[N+](=O)[O-])CC1
#16 COC(=O)c1ccc(COc2ncnc3sccc23)cc1
screen / no.	9	10	11	12	13	14	15	16
TGFb SMAD3 inh	-3%	5%	6%	?	-2%	1%	-11%	26%
MmCpn inh	·	0%	?	1%	0%	0%	-3%	0%
Nrf2 block	3%	8%	-7%	0%	2%	?	7%	1%
Akt phos inh	·	i	i	i	i	i	i	i
A549 tox	-6%	-1%	-2%	1%	8%	-2%	-13%	5%
HepG2 tox	-20%	-3%	29%	-14%	-7%	-1%	-17%	24%
ATXN viability	i	i	i	?	i	i	i	i
CCT chaperon mod	·	-1.8	-0.3	0.5	-0.3	0.3	-3.4	-2.2
Nrf2 activator	0.3%	0.4%	0.2%	-0.1%	4.8%	-0.6%	0.2%	0.4%

#17 Cc1ccc(N=Nc2c(C)[nH]n(-c3ccccc3)c2=O)cc1
#18 Cc1onc(-c2c(F)cccc2Cl)c1C(=O)Nc1nnc(C2CC2)s1
#19 CCN1CCN(Cc2c(O)ccc3oc(C)c(C(=O)Nc4cccc(Cl)c4C)c23)CC1
#20 O=C(NC1CC(=O)N(c2ccc(F)cc2)C1)C1CCCC1 (stereo unspecified)
#21 O=C(NC(Cc1ccccc1)C(=O)O)OCC1c2ccccc2-c2ccccc21 (stereo unspecified)
#22 CNS(=O)(=O)c1cc(C(=O)OCC(=O)NC2CCCc3ccccc32)ccc1Cl (stereo unspecified)
#23 COc1cc(NS(=O)(=O)c2ccc(NC(=S)NC(=O)c3ccco3)cc2)nc(OC)n1
#24 CCOC(=O)COc1cc(OCC(=O)OCC)c2c(=O)cc(-c3ccccc3)oc2c1
screen / no.	17	18	19	20	21	22	23	24
TGFb SMAD3 inh	13%	2%	20%	-32%	-4%	-4%	17%	1%
MmCpn inh	-3%	2%	·	·	0%	2%	-5%	-2%
Nrf2 block	13%	-25%	6%	·	-14%	2%	-9%	?
Akt phos inh	i	i	·	·	i	i	i	i
A549 tox	0%	-11%	7%	-4%	-5%	3%	1%	6%
HepG2 tox	-12%	-22%	-4%	-3%	-5%	11%	7%	-18%
ATXN viability	i	i	i	·	i	i	i	?
CCT chaperon mod	-1.3	-1.2	·	·	1.9	-1.4	-1.3	-1.0
Nrf2 activator	5.9%	-0.4%	0.0%	-0.4%	3.6%	-0.9%	0.4%	0.6%

Pulled by compound from above, 3 records:
#23 COc1cc(NS(=O)(=O)c2ccc(NC(=S)NC(=O)c3ccco3)cc2)nc(OC)n1
#17 Cc1ccc(N=Nc2c(C)[nH]n(-c3ccccc3)c2=O)cc1
#18 Cc1onc(-c2c(F)cccc2Cl)c1C(=O)Nc1nnc(C2CC2)s1
screen / no.	23	17	18
TGFb SMAD3 inh	17%	13%	2%
MmCpn inh	-5%	-3%	2%
Nrf2 block	-9%	13%	-25%
Akt phos inh	i	i	i
A549 tox	1%	0%	-11%
HepG2 tox	7%	-12%	-22%
ATXN viability	i	i	i
CCT chaperon mod	-1.3	-1.3	-1.2
Nrf2 activator	0.4%	5.9%	-0.4%

Following part.
#25 O=C(O)c1ccc(NS(=O)(=O)c2cc(C(=O)O)ccc2Br)cc1
#26 O=C(NCc1ccccc1Cl)C1CCCN(S(=O)(=O)c2cnc[nH]2)C1 (stereo unspecified)
#27 Cc1c(Cl)cccc1NC(=S)NC(=O)c1ccccc1
#28 CCCCCCC1CC(=CN(C)C)C(=O)O1 (stereo unspecified)
#29 Cn1ccnc1CC(O)(c1ccccc1)c1ccccc1
#30 O=C(COc1ccc(S(=O)(=O)NCc2ccccc2)cc1)N1CCOCC1
#31 O=C(CSc1nc2ccccc2o1)N1CCN(c2ccccc2)CC1
#32 COc1cccc(-c2nnc(SCC(=O)Nc3ccc(OC)c(OC)c3)n2N)c1
screen / no.	25	26	27	28	29	30	31	32
TGFb SMAD3 inh	-10%	-10%	-14%	?	3%	-2%	-5%	2%
MmCpn inh	-2%	1%	·	·	1%	0%	·	2%
Nrf2 block	7%	6%	·	·	0%	?	-10%	5%
Akt phos inh	i	i	i	i	i	i	i	i
A549 tox	-4%	-1%	·	·	1%	5%	-7%	6%
HepG2 tox	-2%	-4%	-19%	-28%	-3%	-18%	-13%	0%
ATXN viability	i	i	?	?	i	i	i	i
CCT chaperon mod	-0.3	-1.2	0.7	-0.3	-0.8	-1.0	0.0	0.1
Nrf2 activator	0.0%	-1.6%	?	12%	-0.3%	0.2%	0.0%	-0.2%

#33 CCOC(=O)CSc1nc2cc(S(=O)(=O)N3CCOCC3)ccc2n1CC
#34 CCc1cc2c(=O)c(Oc3ccccc3)c(C)oc2cc1O
#35 CC(/C=N/NC(=O)Cc1cccn1C)=C\c1ccccc1
#36 O=C(O)CN1C(=O)/C(=C\c2cccc(OC(=O)c3ccco3)c2)SC1=S
#37 CCCC[n+]1c(C)sc2ccc(C)cc21
#38 O=C1CSC(=S)N1/N=C/c1cccc(C(F)(F)F)c1
#39 COc1ccc(NC(=O)c2cccc3c(-c4ccc(O)c(OC)c4)coc23)cc1
#40 Cc1cccn2c3c(c(=O)nc12)C(c1cccc(F)c1)CC(=O)N3 (stereo unspecified)
screen / no.	33	34	35	36	37	38	39	40
TGFb SMAD3 inh	-6%	-19%	0%	-8%	-1%	-2%	-5%	5%
MmCpn inh	-2%	-3%	0%	-1%	-1%	-5%	·	·
Nrf2 block	3%	3%	27%	?	2%	10%	·	4%
Akt phos inh	i	i	i	i	i	i	i	·
A549 tox	2%	·	4%	-11%	1%	-6%	·	-7%
HepG2 tox	-2%	-26%	-23%	-4%	10%	-1%	-28%	-3%
ATXN viability	i	i	i	i	i	i	i	i
CCT chaperon mod	0.5	-3.4	0.3	3.9	-1.8	-0.2	1.6	·
Nrf2 activator	-0.1%	-0.3%	4.0%	-0.2%	0.0%	7.6%	7.1%	-0.6%

#41 CCOc1ccccc1NC(=O)CNC(=O)CNC(=O)Cc1ccccc1
#42 O=C(O)Cn1c(=O)c2c3c(sc2n(Cc2ccc(Cl)cc2Cl)c1=O)CCCC3
#43 O=C([O-])c1ccccc1-[n+]1c(-c2ccccc2)cc(-c2ccccc2)cc1-c1ccccc1
#44 COc1ccc(N=Cc2nc(-c3ccco3)oc2O)cc1
#45 COc1ccc(C(=O)OCc2ccc(C)cc2)cc1S(=O)(=O)N1CCOCC1
#46 COc1cnc(-c2cccc(C(F)(F)F)c2)c(NC(=O)c2cc3ccccc3s2)n1
#47 NC(=O)C1CCN(C(=O)/C=C/c2ccco2)CC1
screen / no.	41	42	43	44	45	46	47
TGFb SMAD3 inh	19%	-13%	?	2%	-2%	?	-2%
MmCpn inh	1%	-1%	2%	-6%	0%	·	-1%
Nrf2 block	-13%	-21%	7%	?	3%	·	1%
Akt phos inh	i	i	i	i	i	i	i
A549 tox	2%	-7%	-1%	-2%	-1%	·	-4%
HepG2 tox	-2%	-22%	1%	-27%	-13%	-61%	-28%
ATXN viability	i	?	i	i	·	i	i
CCT chaperon mod	-1.8	0.7	0.2	-3.7	-0.5	0.0	-0.9
Nrf2 activator	-0.2%	-2.2%	-0.5%	16%	-0.4%	10%	2.4%

Bioassay records deposited in PubChem by National Center for Advancing Translational Sciences (NCATS).
